PAX8 inh HTS – inhibitors of PAX8-driven TPO luciferase reporter, primary screen, RMG-I cells, single concentration | SteadyGlo, 24 h | inhibition, % at 12.6 µM | 360,000 tested, 1.2% active | AID 652154, 2013;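 active means mean replicate inhibition at least 60% with every replicate also reaching 60%; inconclusive means only one of the two criteria is met; inactive means mean below 60% and not all replicates reaching 60%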;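 further: luciferase light reporting Pax8 driven TPO promoter activity; plate controls were median of neutral control wells for no effect and mitoxantrone controls for full effect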
DENV2 CPE rescue – inhibitors of DENV2 cytopathic effect, primary screen, cell-based, plate reader, single concentration | DENV2-infected cells, cytopathic effect rescue | CPE inhibition, % at 9.99 µM | 350,000 tested, 1.7% active | AID 651640, 2012; in the data active means CPE inhibition above about 20%, passing the limit was not always enough; inconclusive means no clear call, values can overlap the other calls; tested in BHK-21 cells;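 further: 0% = median of neutral control wells and 100% = median of positive control wells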
LGR2 antag – inhibitors of bursicon-induced LGR2 CRE-luciferase signal, primary screen, cell-based, HEK293, CRE-luciferase reporter, bursicon stimulation. AID 720647, 2013. 380,000 tested, 0.35% active. bursicon-stimulated, 4 h. Drosophila bursicon receptor LGR2 (rickets). inhibition, % at 9.99 µM;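 active means drop in luminescence signal, shown as inhibition above about 50% in the replicate tests, limit read from the data, passing the limit was not always enough; inconclusive means probably only some replicates passing the limit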;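 further: agonist challenge used bursicon conditioned medium at about half maximal strength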
ARNT TACC3 PPI – disruptors of ARNT/TACC3 protein interaction, primary screen, biochemical, AlphaScreen, single concentration; 390,000 tested, 0.66% active; inhibition, % at 9.99 µM; AlphaScreen His-ARNT PAS-B/GST-TACC3 binding, luminescence; TACC3 fragment carries E629A point mutation; Transforming acidic coiled-coil-containing protein 3 (Homo sapiens), Q9Y6A5;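 active means mean inhibition of replicates at least 50% and at least half of replicates each reaching 50%; inconclusive means half or more replicates reach 50% but mean below 50%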;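 further: 0% = complete ARNT plus TACC3 wells and 100% = ARNT alone without TACC3; many hits fall short of the cut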
SIRT5 inh – SIRT5 desuccinylase inhibitors, primary screen, biochemical, fluorescence imaging, single point, set 5; 330,000 tested, 1.1% active; Purified SirT5, succinyl-peptide AMC, trypsin-coupled fluorescence; NAD-dependent protein deacylase sirtuin-5, mitochondrial (Homo sapiens), Q9NXA8; inhibition, % at 15 µM; in the data active means inhibition above about 15%; inconclusive means no clear call, values can overlap the other calls
Target sequence (Q9NXA8 whole entry, looked up): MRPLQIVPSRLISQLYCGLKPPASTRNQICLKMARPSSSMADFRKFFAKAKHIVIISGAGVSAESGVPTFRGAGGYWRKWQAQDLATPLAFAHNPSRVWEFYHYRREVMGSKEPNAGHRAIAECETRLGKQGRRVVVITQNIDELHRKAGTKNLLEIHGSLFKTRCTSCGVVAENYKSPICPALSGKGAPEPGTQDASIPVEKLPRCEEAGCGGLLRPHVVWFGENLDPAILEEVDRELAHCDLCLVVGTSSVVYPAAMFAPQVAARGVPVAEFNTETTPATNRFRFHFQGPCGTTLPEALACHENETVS
CASP6 VEID inh – human caspase-6 inhibitors, primary screen, biochemical, VEID-R110 fluorescence, single point, set 2 | P55212 | purified caspase-6, Z-VEID-R110 cleavage fluorescence | inhibition, % at 12.5 µM | 350,000 tested, 0.53% active | AID 686996, 2013;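 active means mean inhibition across replicates at least about 35%, with every replicate also reaching that limit, limit read from the data; inconclusive means only one of the two criteria met; inactive means neither criterion met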;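 further: 0% = median of neutral control wells and 100% = no fluorescence left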
Target sequence (P55212 24-179 limits assumed): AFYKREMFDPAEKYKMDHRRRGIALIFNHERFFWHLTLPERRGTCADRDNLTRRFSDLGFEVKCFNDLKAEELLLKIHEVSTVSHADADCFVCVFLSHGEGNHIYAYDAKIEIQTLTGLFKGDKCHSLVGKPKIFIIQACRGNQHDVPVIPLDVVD
Target sequence (P55212 194-293 limits assumed): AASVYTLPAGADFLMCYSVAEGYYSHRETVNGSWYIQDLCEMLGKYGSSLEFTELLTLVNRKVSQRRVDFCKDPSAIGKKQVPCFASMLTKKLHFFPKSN
EWS-Fli block – EWS/Fli-driven NR0B1 reporter inhibitors, primary screen, A673 cells, NR0B1 luciferase, luminescence, MLPCN library; viability-normalised; inhibition, % at 12.6 µM; 350,000 tested, 0.67% active; AID 651661, 2012;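 active means mean inhibition of at least 50% after viability correction, with every replicate also passing that limit; inconclusive means mean reaches 50% but only one of two replicates passes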;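 further: firefly luciferase signal divided by Alamar Blue viability fluorescence both relative to DMSO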
Starred values were filed as active, the others as inactive; ? = inconclusive; . = no result given.

SMILES	PAX8 inh HTS	DENV2 CPE rescue	LGR2 antag	ARNT TACC3 PPI	SIRT5 inh	CASP6 VEID inh	EWS-Fli block
O=C(CN(C(=O)CNC(=O)c1ccco1)c1ccc(F)cc1)NC1CCCC1	6	2	0	-5	-1	7	0
CN(C)c1ccc(-c2n[nH]c(=S)n2-c2ccccc2)cc1	2	?	-9	7	0	4	4
COC(=O)c1cc(-c2ccc(Cl)cc2)n(-c2ccc(S(N)(=O)=O)cc2)n1	4	10	-15	8	2	5	-3
O=C(NCCc1ccccc1)/C(=C\c1cccc([N+](=O)[O-])c1)NC(=O)c1ccco1	-6	0	-3	-4	-1	1	.
c1ccc2c(N3CCCCC3)nc(N3CCOCC3)nc2c1	7	6	4	-4	0	1	11
O=C(CCC1CCCN(C(=O)c2cccnc2)C1)NCc1ccccc1F (stereo unspecified)	-8	.	-15	-4	2	0	.
Cn1cc(/C=C2\SC(=S)N(N3CCOCC3)C2=O)c2ccccc21	3	3	.	-4	-6	-4	24
Cn1c(-c2ccccc2)cnc1NCc1cc2c(cc1[N+](=O)[O-])OCO2	8	-21	-13	13	0	-1	4
C/C=C/c1ccc2c(c1)O[C@@H](CN(C)Cc1ccccc1F)[C@@H](C)CN([C@H](C)CO)S2(=O)=O	.	11	4	15	5	0	14
CSc1ccc(CNC(=O)C2(C)CCN2C(C)C)cc1 (stereo unspecified)	13	7	-1	.	.	-2	1
COc1ccc(S(=O)(=O)N(C)C[C@@H]2OCCCC[C@@H](C)Oc3ccc(NS(=O)(=O)c4ccccc4)cc3C(=O)N([C@H](C)CO)C[C@H]2C)cc1	36	13	-18	6	7	0	10
O=C1CN(C(=O)COC(=O)c2ccc(Br)o2)c2ccccc2N1	-26	20	1	-3	1	9	0
Cc1cccc(N2CN(Cc3ccco3)CNC2=S)c1	22	.	26	-3	.	.	.
Cc1cc(C)nc(SCc2nnc(SCC(N)=O)o2)n1	16	-5	-29	-1	1	-4	-4
CCN(C(=S)NC(=O)CCc1ccccc1)c1ccccc1	4	-7	.	-3	2	1	-7
O=C(Cc1ccc(F)cc1)N1CCC2(CC1)NCCc1[nH]cnc12	5	1	-7	-10	0	-5	1
CCCC(C(=O)NCC1CCCO1)N(Cc1ccccc1)C(=O)CNS(=O)(=O)c1ccccc1 (stereo unspecified)	-2	-1	-3	-7	-3	-2	-7
CC(C)Cn1c(N)c(C(=O)COC(=O)C2Cc3ccccc3CN2S(C)(=O)=O)c(=O)n(C)c1=O (stereo unspecified)	11	4	10	3	1	6	9
CC(Cc1cccs1)NC(=O)c1cccc(Cl)c1 (stereo unspecified)	-148	4	-24	.	-1	-3	-65
O=C1CCCN1CCC12CC3CC(CC(C3)C1)C2	-8	10	2	-3	.	-1	-95
CCN(CC)S(=O)(=O)c1ccc(-c2nnc(SCC(=O)Nc3ccc4c(c3)OCO4)o2)cc1	.	.	-10	4	-4	5	7
O=C(Nc1ccccc1)c1ccc(Br)c(S(=O)(=O)Nc2ccccn2)c1	-5	-10	-7	1	-3	3	.
CCC(C)Sc1ccc([C@@H]2[C@@H]3C(=O)N(C)C(=O)[C@@H]3[C@]3(C(=O)OC)CCCCN23)cc1OC (stereo partly specified)	-20	-11	1	3	.	1	3
CC(=O)Nc1ccc(NC(=O)C(C)Sc2n[nH]c(=O)n2Cc2ccccc2)cc1 (stereo unspecified)	1	0	-4	.	0	3	-5
Cc1ccc(S(=O)(=O)N(C)C[C@@H]2Oc3ccc(NC(=O)Cn4cnnn4)cc3CC(=O)N([C@@H](C)CO)C[C@H]2C)cc1	-29	-1	-22	2	4	1	-15
CCOc1ccc(Cl)cc1-c1cc(C(=O)Nc2ccc(F)cc2)[nH]n1	18	-8	9	.	.	-2	4
Cc1ccc(NS(=O)(=O)c2cccc(C(=O)N3CCCCC3)c2)cc1	-8	11	-7	-4	-10	1	-3
NC(=O)c1ccc(Nc2ccc3nonc3c2[N+](=O)[O-])cc1	2	0	-6	4	2	1	0
COc1cccc(NC(=S)NCCc2ccccn2)c1	-30	8	8	4	1	-1	-16
Cc1ccc2c(CN(C)Cc3ccc(OC(F)F)cc3)cc(=O)oc2c1C	0	-6	9	0	2	3	25

Seven compounds from above, ordered by the number in CASP6 VEID inh, falling:
canonical_smiles	CASP6 VEID inh
CC(C)Cn1c(N)c(C(=O)COC(=O)C2Cc3ccccc3CN2S(C)(=O)=O)c(=O)n(C)c1=O (stereo unspecified)	6
CCN(CC)S(=O)(=O)c1ccc(-c2nnc(SCC(=O)Nc3ccc4c(c3)OCO4)o2)cc1	5
CC(=O)Nc1ccc(NC(=O)C(C)Sc2n[nH]c(=O)n2Cc2ccccc2)cc1 (stereo unspecified)	3
Cc1ccc(S(=O)(=O)N(C)C[C@@H]2Oc3ccc(NC(=O)Cn4cnnn4)cc3CC(=O)N([C@@H](C)CO)C[C@H]2C)cc1	1
COc1cccc(NC(=S)NCCc2ccccn2)c1	-1
CCOc1ccc(Cl)cc1-c1cc(C(=O)Nc2ccc(F)cc2)[nH]n1	-2
CC(Cc1cccs1)NC(=O)c1cccc(Cl)c1 (stereo unspecified)	-3

(continued)
SMILES	PAX8 inh HTS	DENV2 CPE rescue	LGR2 antag	ARNT TACC3 PPI	SIRT5 inh	CASP6 VEID inh	EWS-Fli block
CCCNC(=O)Nc1ccc2c(c1)C(=O)N(C)C[C@@H](OC)[C@H](C)CN(Cc1cccnc1)[C@H](C)CO2	-13	0	-17	6	-1	1	-1
COc1ccc(C(c2nnnn2Cc2cccs2)N2CCN(c3ccccc3F)CC2)cc1OC (stereo unspecified)	.	.	-3	.	-3	-6	.
COc1ccc2nc3cccc(OC)c3nc2c1	-141	-1	9	27	-4	50*	-80
Cc1cc2c(cc1S(=O)(=O)Nc1c(C)cccc1C)n(C)c(=O)c(=O)n2C	-1	9	8	.	.	3	-5
COc1ccc(NC(=O)N2CCCC(c3nc(-c4ccc(F)cc4)no3)C2)cc1 (stereo unspecified)	-15	-4	.	0	-4	0	-20
CS(=O)(=O)c1cccc(C(=O)OCC(=O)Nc2ccc3c(c2)OCO3)c1	3	3	12	1	-3	1	-2
COc1ccc(NC(=O)CSc2n[nH]c(-c3ccccc3)n2)cc1S(N)(=O)=O	1	52*	-4	16	-1	1	-8
CN(C)C(=O)c1cccc(-c2ccc3c(c2)[C@@H]2[C@@H](CCN2C(=O)c2cccc(F)c2)[C@H](CO)N3C)c1	22	39*	6	-12	0	0	6
Cc1noc(C)c1NC(=O)N(C)C[C@H]1OCCCC[C@H](C)Oc2ccc(NS(=O)(=O)c3ccc(Cl)cc3)cc2C(=O)N([C@@H](C)CO)C[C@H]1C	-16	15	-9	18	3	0	14
O=C(CCSc1ccccc1)N1CCCC1	-95	4	-6	-7	2	0	-20
C[C@@H]1CCCCO[C@H](CN(C)C(=O)NC2CCCCC2)[C@@H](C)CN([C@H](C)CO)C(=O)c2cc(NC(=O)CCCN(C)C)ccc2O1	.	-1	5	-11	4	1	-5
COc1ccccc1NC(=O)Nc1ccccc1N1CCOCC1	-12	-3	2	-6	.	-2	-19
CC1CN(C(=O)c2ccc(Cl)c(S(=O)(=O)NCc3ccco3)c2)CC(C)O1 (stereo unspecified)	-2	5	-1	-3	-3	3	0
O=C(CSc1nc2ccccc2o1)N/N=C/c1ccc(C(=O)O)cc1	3	6	8	-2	-2	1	-6
Cc1noc(C)c1NC(=O)N(C)C[C@H]1Oc2ccc(NC(=O)c3ccncc3)cc2C(=O)N([C@@H](C)CO)C[C@@H]1C	.	10	4	-2	3	2	-3

The last two records of the part above are carried over, then new ones follow:
SMILES	PAX8 inh HTS	DENV2 CPE rescue	LGR2 antag	ARNT TACC3 PPI	SIRT5 inh	CASP6 VEID inh	EWS-Fli block
O=C(CSc1nc2ccccc2o1)N/N=C/c1ccc(C(=O)O)cc1	3	6	8	-2	-2	1	-6
Cc1noc(C)c1NC(=O)N(C)C[C@H]1Oc2ccc(NC(=O)c3ccncc3)cc2C(=O)N([C@@H](C)CO)C[C@@H]1C	.	10	4	-2	3	2	-3
CC(=O)Nc1ccc2c(c1)C(=O)N(C)[C@@H]1CC[C@@H](CC(=O)NCc3ccc4c(c3)OCO4)O[C@@H]1CO2	20	1	3	-10	.	.	1
CC(C)NC(=O)N1CC[C@@H]2[C@H]1c1cc(-c3cccc(F)c3)ccc1N(C)[C@@H]2CO	1	2	-4	7	.	.	0
C[C@H]1CN=C(Nc2ccccc2)N1CCC1CCCC1	15	4	-12	-1	-1	-5	-5
CC(=O)Oc1c(C(=O)c2nnc(C)o2)c(=O)n(C)c2ccccc12	1	.	-4	-14	.	.	.
O=C(NC(CC(=O)N1CCCC(C(F)(F)F)C1)c1ccccc1)c1ccccc1Cl (stereo unspecified)	-25	-5	-3	.	-5	1	8
C[C@@H]1CN([C@H](C)CO)S(=O)(=O)c2ccc(C#CC(C)(C)O)cc2O[C@@H]1CN(C)C	.	-2	15	-6	-3	3	-1
COc1cc(NC(=O)c2ccccc2)c(OC)cc1NC(=O)CN1C(=O)NC2(CCCCC2C)C1=O (stereo unspecified)	20	-5	-11	-9	8	1	-5
CSc1ccc(C(O)c2ncc(-c3ccccc3F)[nH]2)cc1 (stereo unspecified)	-76	0	-46	.	1	1	-36
COc1ccc(OCC(=O)OCC(=O)c2ccc(OC)c(F)c2)cc1	-18	-1	3	-4	-1	4	-2
CCOC(=O)CSc1nc(=O)n2ccccc2n1	-9	5	-31	25	-5	-5	0
Cc1ccc(OCC(=O)Oc2cccc(C)c2)cc1	4	5	.	.	-4	-7	11
CSc1cc(-c2ccccc2)n(C)c(=O)c1C#N	34	2	0	-7	-2	4	10
CC(C)NC(=O)CN(C(=O)CCC(=O)Nc1nccs1)c1ccc(C(C)C)cc1	0	9	.	-1	0	0	9
Cc1cccc(Cc2nnc(CCC(=O)NCc3cn4ccccc4n3)o2)c1	9	-1	-19	-3	-4	-1	-3
O=C(NN=Cc1ccc2c(c1)OCO2)c1ccc([N+](=O)[O-])cc1	-13	6	14	.	.	0	-13
Cc1cc[n+](CC(=O)c2ccccc2)c2ccccc12	-10	5	8	3	.	-3	15
C[C@@H]1CCCCO[C@H](CN(C)S(=O)(=O)c2ccc(Cl)cc2)[C@H](C)CN([C@H](C)CO)C(=O)c2cc(NS(=O)(=O)c3cn(C)cn3)ccc2O1	9	3	14	-5	8	2	1
O=C(Nc1ccc(F)cc1F)c1c(C(F)(F)F)ccnc1Oc1ccc(Cl)cc1	13	?	11	-6	2	-1	5
O=C(c1ccco1)N1CCN=C1SCc1cccc(F)c1	-22	-6	10	-2	.	1	10
O=C(CNS(=O)(=O)c1c(Cl)cccc1Cl)OCC(=O)c1ccc[nH]1	75*	-2	-4	11	-6	-1	-3

Source: PubChem BioAssay (Broad Institute)
